Compound activity (PubChem BioAssay)
Yfh1-depleted yeast: mitochondrial function rescue without frataxin homolog – Friedreich's ataxia, plus single-dose screen, dose response (AID 1465); S. cerevisiae Yfh1-off respiration, WST-1 reduction, 72 h; higher fold induction means a stronger effect; one-dose fold induction at 50 µM; EC50 in µM for titrated hits; 0.074% of 220,000 active;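 active = fold induction of absorbance versus untreated yeast above a set limit, then at least 30% activation at any dose in follow-up; inconclusive = repeats straddling the limit, or above it without dose testing; inactive = fold induction below the set limit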;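 note: activators that raise dye reduction in frataxin-depleted yeast; strong numbers were not always called active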
Ins promoter up: MIN6 insulin promoter up-regulation; z-score at 5 µM; MIN6 insulin promoter-GFP reporter, high-content imaging; active compounds read high; 0.3% of 190,000 active;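 active = z-score above 3 at 5 µM with at least 500 cells counted in the well; inconclusive = wells under 500 cells, flagged as cytotoxic or low count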
WT yeast gro inh: growth inhibition of WT yeast, mitochondrial fusion screen; 2.1% of 190,000 active; inhibition, % at 10 µM; mitochondrial fusion phenotypic screen, WT strain; in the data active = inhibition above about 58%; tested in S. cerevisiae
Dynein cargo inh: dynein cargo transport inhibition | z-score, hits read low | 3617.4 mouse cells, GR-EGFP nuclear translocation imaging; test concentration mostly 20 µM; stimulated with dexamethasone, 1 µM; active compounds read low | 0.47% of 220,000 active;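 active = plate z-score of nuclear minus cytoplasmic receptor signal below a set negative limit, without overly bright fluorescence or cell loss, cut at about -3.5 in these data, passing the limit was not always enough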;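 note: z-score of nuclear minus cytoplasmic ring GR-EGFP intensity difference per well; some compounds called inactive have numbers as strong as hits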
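Buffer or medium – tet-free medium with charcoal-stripped serum · Signal – automated 10x imaging of fixed Hoechst-stained cells · Also added – dexamethasone agonist, 1.0 µM final, for 30 min · Incubation – induction 48 h, compound 1 h, agonist 30 min · Read-out – GR-EGFP nuclear translocation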
b-catenin transl: modulators of beta-catenin nuclear translocation; HeLa beta-catenin nuclear translocation, immunofluorescence imaging; nuclear translocation activity, % at 5 µM; AID 1665; 0.3% of 190,000 active;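 active = nuclear translocation activity above 50% at 5 µM, with a well cell count of 50 or more; inconclusive = wells under 50 cells across six images, flagged as toxic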;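 note: per-cell ratio of nuclear to cytoplasmic median beta-catenin stain intensity; plate controls were DMSO negative control for no effect and GSK-3 inhibitor IX positive control for full effect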
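Signal – beta-catenin immunofluorescence imaging with DAPI · Test system – human HeLa cell line · Dosing – 5 µM primary single dose, 0.1% DMSO, 0.02–20 µM confirmation series · Measure – % activation, nuclear-to-cytoplasmic median beta-catenin signal ratio per cell · Incubation – 24 h compound exposure at 37°C, 5% CO2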
AID2073: disruptors of CaV2.2 binding to Mint1 – biochemical, HTRF (AID 2073); 0.19% of 290,000 active; HTRF protein-protein interaction, Mint1-CaV2.2; higher % means a stronger effect; inhibition, % at 20 µM, or IC50 in µM where a hit was titrated; in the data active = inhibition mostly above about 51%, no sharp cut-off; inconclusive = no clear call, values can overlap the other calls; inactive = mostly below about 53%; note: some results filed as inactive read as strong as hits
HIV peptide binding: inhibitors of HIV fusion peptide binding, primary screen, biochemical, uHTS, fluorescence dequenching (AID 1986) | 0.3% of 290,000 active | one-dose inhibition, % at 20 µM; IC50 in µM for titrated hits | cell-free peptide binding, fluorescence dequenching, 30 min; higher % means a stronger effect; in the data active = inhibition mostly above about 52%, no sharp cut-off; inactive = mostly below about 76%; note: some results filed as inactive read as strong as hits
MT stabilizer: microtubule stabilization, imaging screen | HeLa tubulin immunostaining HCS, 24 h; share of cells brighter than vehicle mean+2SD | % tubulin-high responders, % at 10 µM | 0.83% of 200,000 active;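 active = plate Z-score above 3 for both tubulin-high and condensed-nucleus cell shares, with cell loss under 80%, at 10 µM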;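 note: anti alpha tubulin signal scored within the nucleus-defined area of each cell; some results filed as inactive read as strong as hits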
Autophagy HCS: modulators of autophagy; MEF GFP-LC3 puncta imaging; test concentration mostly 10 µM; calls only at 10 µM (by protocol); 0.98% of 190,000 active;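 active = percentage of spot-positive cells more than 3 SD above its plate mean, without a fluorescence outlier flag or 80% toxicity; inconclusive = no clear call, values can overlap the other calls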;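 note: spot-positive cell cutoff set from DMSO-treated cells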
WT yeast gro inh mutant strain: further read-out of WT yeast gro inh, marked with its call; inhibition, %; mitochondrial fusion phenotypic screen, mutant strain inhibition
Dynein cargo inh cytoplasmic EGFP: also measured in Dynein cargo inh; calls as there; z-score; measured here: cytoplasmic GR-EGFP intensity; active compounds read high
Dynein cargo inh nuclear GR-EGFP: second read-out of Dynein cargo inh, no call of its own (marks repeat the call); z-score; measured here: nuclear GR-EGFP intensity;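 lower value marks the stronger effect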
Dynein cargo inh cell count: further read-out of Dynein cargo inh, marked with its call; z-score; measured here: cell count per field
Ins promoter up cell count: recorded beside Ins promoter up, whose call it bears; cell count; measured here: cytotoxicity, nuclei count;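 total cells summed across four imaged fields per well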
b-catenin transl cell count 5 µM: second read-out of b-catenin transl, no call of its own (marks repeat the call); cell count; measured here: cell count, cytotoxicity flag
MT stabilizer Hoechst-high %: recorded beside MT stabilizer, whose call it bears; % Hoechst-high responders; measured here: nuclear condensation Hoechst responders;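 share of cells brighter than vehicle mean plus two SD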
MT stabilizer cytotoxicity %: also measured in MT stabilizer; calls as there; toxicity, %; measured here: cytotoxicity by cell density;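 0% = mean cell density of plate MIN control wells and 100% = no cells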
Autophagy HCS cell loss 18 h: second read-out of Autophagy HCS, no call of its own (marks repeat the call); toxicity, %; measured here: cell loss, nuclei count;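 cell loss after 18 h compound exposure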
* hit, by the source's call; i = inactive; ? = inconclusive; . = not tested or not shown.

SMILES	Yfh1-depleted yeast	Ins promoter up	Ins promoter up cell count	WT yeast gro inh	WT yeast gro inh mutant strain	Dynein cargo inh	Dynein cargo inh cytoplasmic EGFP	Dynein cargo inh nuclear GR-EGFP	Dynein cargo inh cell count	b-catenin transl	b-catenin transl cell count 5 µM	AID2073	HIV peptide binding	MT stabilizer	MT stabilizer Hoechst-high %	MT stabilizer cytotoxicity %	Autophagy HCS	Autophagy HCS cell loss 18 h
COc1cc(NC(=O)C23CC4CC(C2)CC(n2nnc(C)n2)(C4)C3)c(OC)cc1Cl	i	0.33	1289	11.9	-0.8	-0.624	-0.286	-0.161	0.227	-2.3	959	-7.4%	0.2%	5.0	3.8	6.9	i	26.4
FC(F)(F)c1ccc(C2[C@H]3CN(CC4CCCCC4)[C@H](c4ccccc4)C34CC2(c2cccnc2)C4)cc1 (stereo partly drawn)	i	0.09	1127	.	.	1.45	-0.683	0.625	-1.01	-0.3	1354	5.2%	2.4%	.	.	.	.	.
CN1C[N+]([O-])=C(c2ccccc2)C1(C)C	i	-0.11	1085	-2.5	1.6	1.13	-0.27	0.451	-0.656	-1.1	1178	-1.8%	1.3%	5.8	3.7	7.1	i	-4.4
COCCN(C(=O)Nc1ccccc1)c1ccccc1	i	.	.	-2.6	-23.6	0.328	0.0471	0.354	-0.54	0.4	1105	3.4%	-1.8%	1.8	0.7	6.9	i	-7.4
O=[N+]([O-])c1cc(S(=O)(=O)N2CCCC2)ccc1N/N=C/c1cccs1	i	.	.	11.4	2.9	1.8	-0.258	0.817	-0.0326	-0.1	1011	4.0%	-0.7%	1.4	0.9	9.7	i	10.3
COc1cc(/C=C/C(=O)O)cc(S(=O)(=O)N(CC(C)C)CC(C)C)c1OC	i	-0.49	1690	8.9	-3.9	-0.332	-0.21	-0.156	0.919	5.5	936	-5.3%	0.4%	6.5	2.6	5.3	i	12.8
Cc1oc(C(=O)O)cc1CSCc1cc(C(=O)O)c(C)o1	i	0.24	1003	-2.1	8.4	-0.821	-0.196	-0.294	0.152	0.4	1060	-3.0%	11.8%	1.8	0.6	25.8	i	-2.5
Cc1csc(-c2cnn(-c3ccccc3)c2NC(=O)c2cccc(F)c2)n1	i	-0.66	945	8.6	-1.0	-1.11	-0.366	-0.704	0.624	.	.	6.3%	0.9%	1.1	0.8	18.1	i	8.4
N#CCN1CCCC(C(N)=O)C1 (stereo not drawn)	i	-0.86	981	-2.2	-4.3	-0.53	0.66	-0.14	0.545	0.5	1087	10.0%	-0.2%	3.3	1.6	10.9	i	-1.5
Cc1[nH]c(=S)sc1Cc1ccc(F)cc1	i	.	.	27.8	14.7	0.0821	-0.173	-0.25	0.0228	-1.5	931	-11.9%	0.8%	3.6	2.5	4.8	i	-13.4
CCCCN(CCCC)CCn1cnc2c([nH]c3ccc(OC)cc32)c1=O	i	0.83	1867	5.6	-6.2	-0.367	-0.242	-0.123	0.892	0.1	1055	5.0%	-2.8%	2.1	2.2	2.7	.	.
Cc1ccc(C(=O)O/N=C/c2c(C)nn(C)c2Cl)cc1	i	0.85	1650	-5.3	2.4	-0.566	-0.358	0.201	0.792	1.1	1035	9.3%	0.0%	6.4	1.4	7.7	i	2.1

Single entries from the list:
Value of `CN1C[N+]([O-])=C(c2ccccc2)C1(C)C` in Dynein cargo inh cell count: -0.656
Value of `FC(F)(F)c1ccc(C2[C@H]3CN(CC4CCCCC4)[C@H](c4ccccc4)C34CC2(c2cccnc2)C4)cc1` (stereo partly drawn) in HIV peptide binding: 2.4%

Other results.
SMILES	Yfh1-depleted yeast	Ins promoter up	Ins promoter up cell count	WT yeast gro inh	WT yeast gro inh mutant strain	Dynein cargo inh	Dynein cargo inh cytoplasmic EGFP	Dynein cargo inh nuclear GR-EGFP	Dynein cargo inh cell count	b-catenin transl	b-catenin transl cell count 5 µM	AID2073	HIV peptide binding	MT stabilizer	MT stabilizer Hoechst-high %	MT stabilizer cytotoxicity %	Autophagy HCS	Autophagy HCS cell loss 18 h
Cc1c(C(=O)N2CCN(c3ccccc3F)CC2)sc2nc(-c3ccccc3)cn12	i	-0.57	1136	29.4	19.9	-0.358	-0.35	-0.318	0.535	-1.2	997	-5.4%	2.9%	3.7	2.1	2.9	i	7.0
CCNC(=S)NNC(=O)CCn1cc(C)cn1	i	0.05	1110	-13.1	-7.4	-0.539	-0.271	-0.643	0.446	.	.	-8.4%	-1.1%	3.3	3.0	3.0	i	5.2
CCCCCCc1ccc(OCC(=O)O)cc1OCC(=O)O	i	0.9	1151	9.2	9.9	-0.19	-0.226	-0.307	-1.2	-1.8	1086	12.2%	2.0%	3.9	2.4	3.7	i	-6.2
O=C(CCN1C(=O)COc2ccccc21)NCCN1CCc2ccccc2C1	i	0.07	1261	-6.9	-8.5	0.829	-0.433	1.08	-0.854	-1.6	967	-3.1%	7.2%	3.6	2.6	14.7	i	61.4
O=C(Cn1nnc(-c2ccccc2)n1)N1CCN(c2ccc(F)cc2)CC1	i	1.55	1121	3.6	-11.5	-0.75	-0.222	-0.453	0.838	-0.2	1087	26.6%	0.4%	3.9	2.9	2.6	i	12.6
O=C(NCC(c1cccs1)N1CCOCC1)c1ccccc1NS(=O)(=O)c1ccc(Br)cc1 (stereo not drawn)	i	0.36	1311	33.7	-5.1	0.292	-0.209	-0.175	-0.0406	-5.5	563	-1.5%	6.7%	1.4	2.9	11.1	i	3.5
Cc1ccc(S(=O)(=O)Nc2ccc(NC(=O)Nc3ccc(F)cc3F)cc2)cc1	i	-0.16	1390	3.1	28.8	0.586	-0.143	0.217	-0.459	-0.6	1116	4.2%	0.7%	4.3	2.3	4.7	i	41.2
Cn1c(-c2ccc3c(c2)OCO3)cnc1NCc1ccc(Cl)cc1	i	-0.3	1210	-7.2	5.5	-0.276	-0.131	-0.159	0.0177	1.9	1137	0.9%	0.0%	3.5	2.2	4.4	i	-1.1
CCOC(=O)c1c(C)c(C(=O)NCc2ccccn2)c(C)n1CC	i	0.12	1816	-12.7	-12.9	0.656	0.212	1.27	-1.11	-0.5	974	-14.8%	-0.8%	2.2	1.7	7.0	i	-3.3
Cc1ccc(NS(=O)(=O)c2ccc(CCC(=O)NCCO)cc2)cc1	i	-0.96	935	-4.6	-1.8	-0.884	-0.0569	-0.244	0.474	.	.	4.5%	-1.3%	1.5	1.3	4.6	i	-14.0
Cc1c(C(=O)NCCC2=CCCCC2)cccc1[N+](=O)[O-]	i	-0.66	1371	-4.0	0.3	1.21	-0.224	1.27	0.264	1.8	1377	-0.1%	0.3%	1.8	2.4	3.7	i	13.7
COc1ccc(C)c2sc(N(CCCN(C)C)C(=O)c3ccc(S(=O)(=O)N(C)C)cc3)nc12	i	.	.	-0.3	3.4	-0.406	-0.23	-0.157	1.16	0.1	1064	-3.4%	0.8%	3.9	1.7	2.7	i	-12.0
COCCNC(=O)C(c1ccc(C)o1)N(Cc1ccc(F)cc1)C(=O)Cn1nnc2ccccc21 (stereo not drawn)	i	.	.	-5.9	3.2	3.15	0.0865	2.94	-3.34	5.5	413	-0.8%	-3.2%	1.5	0.0	61.4	i	2.6
Cc1c(CCCN)c2ccccc2n1Cc1ccccc1	i	.	.	10.3	8.5	-0.379	0.318	-0.208	0.669	1.5	1487	-0.9%	0.2%	1.1	1.2	2.5	i	0.0
COCC(=O)N1CCCc2ccccc21	i	-0.31	1060	6.7	8.3	-1.42	-0.272	-0.516	0.669	.	.	11.1%	-0.9%	3.6	2.2	18.6	i	-3.6
Cc1ccc2nc(-c3ccc(SCC(=O)N4CCc5ccccc54)nc3)[nH]c2c1	i	-0.84	1265	-1.8	2.4	1.46	-0.22	0.353	-1.19	-0.3	913	21.0%	0.1%	6.3	2.4	11.3	i	0.3
COc1ccc(CN(C)CC(=O)Nc2ccccc2C(F)(F)F)cc1	i	0.53	1061	19.9	0.3	-0.95	-0.268	-0.159	0.624	10.4	847	-2.6%	0.2%	37.5	10.5	75.1	i	9.2
CCOc1cccc(C(=O)Nc2cccc(C(=O)NC(C)(C)C)c2)c1	i	-0.05	1422	-0.6	17.2	-0.751	-0.237	-0.221	0.584	-0.6	1138	-1.4%	-1.2%	2.4	2.7	3.4	i	9.0
CCOc1cc2c3c(c1)C(C)CC(C)(C)N3C(=O)C2=O (stereo not drawn)	i	-1.35	1586	-22.4	0.5	0.662	0.0426	0.133	0.00399	1.3	1388	?	-2.9%	1.9	1.8	11.5	i	3.8
Cc1ccc(NC(=O)c2ccc3snnc3c2)cc1	i	1.11	1544	-7.7	-1.6	-0.3	-0.294	-0.0813	0.547	0.3	1582	?	-0.4%	2.2	2.4	2.2	i	-1.2
O=C(C1=C[C@@H](c2ccc(Br)cc2)C[C@@H](OCCCCO)O1)N1CCOCC1	i	.	.	5.7	10.1	-0.398	-0.311	0.0616	0.19	-4.0	1139	7.3%	-0.5%	3.3	1.9	3.0	i	-0.8
Cc1n[nH]c(C)c1N1C(=O)c2cccc3c(Br)ccc(c23)C1=O	i	0.96	918	16.0	11.3	-0.397	0.0605	-0.674	2.19	2.0	996	13.0%	0.1%	2.9	2.6	5.7	i	-14.5
CN(CC(=O)NCc1ccccn1)S(=O)(=O)c1ccc(Br)cc1	i	0.29	1334	-3.1	-4.1	0.723	0.00556	0.398	-0.339	0.4	1590	-4.7%	-0.8%	1.8	2.0	1.1	i	-11.3
CC1(C)CC(=O)C(C2NCCc3ccccc32)=C(O)C1 (stereo not drawn)	i	.	.	20.3	-0.7	0.635	0.207	0.45	-0.673	.	.	-9.6%	0.7%	1.5	1.1	1.2	i	-10.2
